# Bioassay records deposited in PubChem by National Center for Advancing Translational Sciences (NCATS).
# Rab9 prom act – activates the Rab9 promoter. AID 485297. 2.8% of 320,000 active. Huh7 Rab9 promoter-luciferase reporter, luminescence, 24 h. Potency, µM (highest dose often 9.22 µM), without a hit: at the highest dose activation, negative = inhibition, most hits filed as activators; further: potency means the concentration at half of the fitted maximal effect; % of control where 0% means no effect; nearly all actives have a fitted effect of over 60% in size
#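 Cell-based reporter: Huh7 stable for Rab9 promoter-driven luciferase, plated in reduced-serum medium with 10% FBS at 1500 cells/well, compound-treated 24 h at 37 °C, luminescence read after 10 min reagent.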
# PKM2 activator – increases activity of human pyruvate kinase M2. 0.34% of 260,000 active. purified PKM2, Kinase-Glo ATP luminescence, activation; response scale: 0% is enzyme alone, no compound. Potency, µM (doses to about 57.5 µM), without a hit: at the top dose activation, usual class: activators; further: potency means the concentration at half of the fitted maximal effect; on the % scale 0 is the no-effect control and ±100 the full control effect; nearly all actives have a fitted effect of over 55% in size
# Target sequence (P14618 whole entry, looked up): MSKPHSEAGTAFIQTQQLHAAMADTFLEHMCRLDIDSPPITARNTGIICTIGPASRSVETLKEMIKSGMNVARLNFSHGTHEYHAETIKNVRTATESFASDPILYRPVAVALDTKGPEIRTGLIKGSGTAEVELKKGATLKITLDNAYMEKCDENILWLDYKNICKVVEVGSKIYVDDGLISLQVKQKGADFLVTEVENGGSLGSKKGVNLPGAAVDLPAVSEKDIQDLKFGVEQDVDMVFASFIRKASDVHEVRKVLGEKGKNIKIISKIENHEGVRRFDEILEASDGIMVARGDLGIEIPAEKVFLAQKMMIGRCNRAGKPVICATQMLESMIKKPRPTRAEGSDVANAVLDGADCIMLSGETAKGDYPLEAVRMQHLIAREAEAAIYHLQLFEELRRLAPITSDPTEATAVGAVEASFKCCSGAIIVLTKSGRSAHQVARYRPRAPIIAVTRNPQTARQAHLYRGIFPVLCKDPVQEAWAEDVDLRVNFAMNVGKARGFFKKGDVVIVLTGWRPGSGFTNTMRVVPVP
#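 ATP formation by purified human PK-M2, quantified via coupled luciferase luminescence after 1 h at room temperature with 0.1 mM ADP and 0.5 mM PEP final.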
# MBNL1 CUG block – inhibitors of human MBNL1 binding to CUG repeat RNA | Q9NR56 | TR-FRET MBNL1-His/biotin-(CUG)12 binding, 665/545 ratio | Potency, µM (highest dose often 57.5 µM), for inactives: at the top dose activity change, negative = inhibition, most hits filed as inhibitors | 0.036% of 280,000 active | AID 2675; active means well fitted inhibition curve with a large enough effect in the signal ratio, with a control signal flat, not every such curve was filed as active; inconclusive means small, poorly fitted or top-dose-only effect, or effect the other way, or a change in a side signal; inactive means no such curve, though single readings can be large or run the other way; the % refers to the signal ratio; further: potency means the concentration at half of the fitted maximal effect; on the % scale 0 is the no-effect control and ±100 the full control effect
#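 Inhibition of protein-RNA binding appears as loss of TR-FRET between terbium anti-His antibody on MBNL1-His and streptavidin-XL665 on biotin-(CUG)12. Activity is normalized to buffer-only and uninhibited-complex controls.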
# KCNH2 3.1 inh – KCNH2 3.1 (human) potassium channel inhibition | AID 720553 | activity change, % (tested at about 1.8 µM) | U2OS KCNH2 3.1, thallium flux FluxOr; active compounds read low | 0.95% of 340,000 active;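 active means maximum activity change below -70%; inconclusive means maximum activity change from -70% to -50%; inactive means maximum activity change above -50%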;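 further: thallium influx rate constant from kinetic fluorescence after stimulation buffer; on the % scale 0 is the no-effect control and ±100 the full control effect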
#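 Measured as rate of thallium-driven FluxOr signal in transduced U2OS cells carrying the 3.1 channel, read kinetically for 2 min upon stimulation; values are rate constants scaled to DMSO control wells.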
# Menin MLL FP TR – displaces Texas Red mutant MLL peptide from human menin; 0.23% of 270,000 active; AID 1768; Menin + Texas Red MLL mutant peptide, fluorescence polarization; O00255; Potency, µM (doses to about 61.6 µM), for inactives: at the highest dose FP activity change, negative = inhibition, actives largely listed as inhibitors; active means well fitted inhibition curve with a large enough effect in the polarisation, with a control signal flat, not every such curve was filed as active; inconclusive means small, poorly fitted or top-dose-only effect, or effect the other way, or a change in a side signal; inactive means no such curve, though single readings can be large or run the other way; the % refers to the polarisation; further: potency means the concentration at half of the fitted maximal effect; % of control where 0% means no effect; many of its hits are not listed in these tables
# FLuc modulator – counter-screen for miR-21 project: firefly luciferase inhibitors or activators. P08659. Potency, µM (top dose mostly 57.5 µM), for inactives: at the highest dose activity change, negative = inhibition, actives largely listed as inhibitors. purified FLuc, Km substrates, luminescence inhibition. 6.9% of 360,000 active;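 further: potency means the concentration at half of the fitted maximal effect; plate controls were vehicle for no effect and reference inhibitor for full effect; nearly all actives have a fitted effect of over 55% in size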
#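 Purified P. pyralis luciferase, 10 nM final, with Km-level 10 uM D-luciferin and 10 uM ATP in 50 mM Tris acetate pH 7.5, 10 mM Mg acetate, 0.01% Tween-20, 0.05% BSA; 6-point qHTS titration about 60 µM downward; luminescence read.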
# Mito fusion act – inhibitors of mitochondrial division or activators of mitochondrial fusion. Potency, µM (highest dose often 46.1 µM), without a hit: at the top dose growth rescue (activation), hits mostly activators. S. cerevisiae fusion-defective mutant growth rescue, CellTiterGlo 48 h. 0.23% of 320,000 active. AID 485298;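 further: potency means the concentration at half of the fitted maximal effect; % of control where 0% means no effect; nearly all actives have a fitted effect of over 45% in size; temperature-sensitive fusion mutants such as fzo1-1 at 37 °C on non-fermentable ethanol glycerol medium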
#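 Temperature-sensitive fusion-defective S. cerevisiae (e.g. fzo1-1, mgm1-5) were grown with compound in YPEG medium (3% ethanol, 3% glycerol) for 48 hours at 37C. Growth rescue was measured as viability by CellTiterGlo luminescence after 10 minutes at ambient.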
# VP16 counter – inhibits Gal4-VP16 luciferase reporter, ROR gamma counter-screen; Drosophila S2 Gal4-VP16 UAS-luciferase, luminescence, 20 h; Potency, µM (titrated, usually from 53.6 µM), for inactives: top-dose activity, negative = inhibition, actives largely listed as inhibitors; 3.5% of 310,000 active; AID 2546;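 further: Gal4-VP16 expression switched on by copper sulfate through the metallothionein promoter; potency means the concentration at half of the fitted maximal effect; on the % scale 0 is the no-effect control and ±100 the full control effect; nearly all actives have a fitted effect of over 50% in size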
# RORg inh – ROR gamma (mouse) transcription inhibition. P51450. Drosophila S2 Gal4-RORgamma UAS-luciferase reporter, 20 h. Potency, µM (top dose mostly 53.6 µM), for the others: top-dose activity change, negative = inhibition, hits mostly inhibitors. 5.4% of 310,000 active; further: potency means the concentration at half of the fitted maximal effect; on the % scale 0 is the no-effect control and ±100 the full control effect; nearly all actives have a fitted effect of over 60% in size
# Target sequence (P51450 whole entry, looked up, the tested form may be a part): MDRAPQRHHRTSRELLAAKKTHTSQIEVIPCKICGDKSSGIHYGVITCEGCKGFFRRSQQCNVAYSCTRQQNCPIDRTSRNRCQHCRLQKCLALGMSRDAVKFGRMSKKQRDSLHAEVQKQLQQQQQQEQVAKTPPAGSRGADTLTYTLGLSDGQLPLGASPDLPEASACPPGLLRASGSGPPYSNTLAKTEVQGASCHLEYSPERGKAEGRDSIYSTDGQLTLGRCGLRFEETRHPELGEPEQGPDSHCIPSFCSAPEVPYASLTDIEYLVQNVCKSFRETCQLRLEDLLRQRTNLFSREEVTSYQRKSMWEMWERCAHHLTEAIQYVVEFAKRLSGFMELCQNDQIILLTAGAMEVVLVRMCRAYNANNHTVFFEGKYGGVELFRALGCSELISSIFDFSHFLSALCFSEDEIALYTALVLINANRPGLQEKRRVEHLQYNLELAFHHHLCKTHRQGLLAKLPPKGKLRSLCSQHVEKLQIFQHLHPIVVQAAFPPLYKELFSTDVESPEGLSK
#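 ROR gamma transcriptional activity was tracked as Gal4-UAS luciferase output in stably transfected Drosophila Schneider cells, with compound added 1 hr before 700 uM copper sulfate induction and a 20 hr ambient-temperature incubation.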
# NPC1 promoter act – activators of NPC1 promoter; Huh7 NPC1 promoter luciferase reporter, 24 h; Potency, µM (doses to about 9.22 µM), inactives show at the top dose activation, most hits filed as activators; 2.4% of 320,000 active; AID 485313;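 further: potency means the concentration at half of the fitted maximal effect; % of control where 0% means no effect; nearly all actives have a fitted effect of over 60% in size; reporter is driven by a mutant NPC1 promoter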
#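 In 1536-well qHTS, Huh7 cells harboring an NPC1 promoter–luciferase construct received compound for 24 h; activation was quantified by luminescence following luciferase reagent addition.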
# ELG1 DNA repair – blocks ELG1-dependent DNA repair in HEK293T cells; HEK293T ELG1-luciferase reporter, luminescence, 16 h; DNA damage induced by 5-fluorouridine; Potency, µM (highest dose often 46.1 µM), for inactives: at the highest dose activity change, negative = inhibition, actives largely listed as inhibitors; 2.3% of 330,000 active; further: potency means the concentration at half of the fitted maximal effect; on the % scale 0 is the no-effect control and ±100 the full control effect; nearly all actives have a fitted effect of over 55% in size
#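 In this reporter screen, reduction of luminescence relative to DMSO vehicle indicated activity. Compounds and 5-fluorouridine were added together to 2,000 cells per well, incubated for 16 hr at 37 °C, then developed with ONE-Glo.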
# Numbers without * were called inactive; ? = inconclusive; / = no result given; [ ] = remark or other dose. Unless noted, the call rests on the fitted dose curve; in most records, active means well fitted curve in the direction sought with a large enough effect; inconclusive means small, poorly fitted or top-dose-only effect, or another doubt; inactive means no such curve, though single readings can be large; an effect the other way counts as inactive or inconclusive.
smiles,ELG1 DNA repair,NPC1 promoter act,RORg inh,Mito fusion act,VP16 counter,Rab9 prom act,FLuc modulator,PKM2 activator,Menin MLL FP TR,MBNL1 CUG block,KCNH2 3.1 inh
CC(C)(C)c1ccc(S(=O)(=O)Nc2noc3ccccc23)cc1,-10%,1%,22%,30%,7%,-1%,-1%,/,22%,5%,10
COc1nc(OCC#N)nc(N(C)C)n1,4%,-3%,-5%,-2%,-5%,0%,-1%,0%,4%,-5%,-3
CCN(CC)C(=O)C1CC(=O)N(c2ccc(F)c(Cl)c2)C1 (stereo unspecified),9%,1%,-4%,2%,-3%,3%,0%,1%,-9%,1%,4
O=C(CSc1n[nH]c(=O)n1-c1ccccc1)Nc1ccccc1,-6%,?,27%,2%,16%,-5%,2%,1%,/,/,2
CCCCn1c(N)c(N(CC(C)C)C(=O)c2cc(S(=O)(=O)N3CCOCC3)ccc2Cl)c(=O)[nH]c1=O,26%,-2%,/,0%,/,2%,1%,/,/,/,6
O=C(NCc1cc(C(F)(F)F)ccc1F)C1CCC(=O)N(C2CCCCCC2)C1 (stereo unspecified),-19%,1%,32%,-10%,-16%,-3%,2%,/,-11%,1%,-10
O=C(NCCCCc1ccccc1)c1ccccc1F,17%,25%,11%,-1%,6%,17%,?,-1%[11.5 µM],22%,-2%,-3
CCCC(=O)Nc1ccc(C(=O)COC(=O)c2c(C)noc2C)cc1,6%,1%,/,3%,/,-3%,-11%,/,/,/,0
CCCCn1nc(C(=O)NCC(=O)Nc2c(C)cccc2C)c2ccccc2c1=O,-9%,-3%,/,0%,/,?,3%,/,/,/,-28
Cc1ccc(NS(=O)(=O)c2cn(C)c(=O)n(C)c2=O)cc1C,7%,-1%,22%,-2%,1%,3%,1%,5%,5%,7%,-48
CCC(C)(C)NC(=O)c1cc([N+](=O)[O-])ccc1N1CCCCC1,-13%,-1%,28%,-9%,-13%,0%,0%,-4%,-5%,?,-8
O=C1CCCN1CCC(=O)N1CCCC(Nc2ccc(F)c(F)c2)C1 (stereo unspecified),?,10%,28%,-1%,7%,8%,-15%,-7%,/,-5%,14
CN(CC(=O)Nc1cccnc1Cl)S(=O)(=O)c1ccc(Cl)cc1,-11%,-4%,-5%,1%,-9%,2%,1%,-1%,/,-6%,5
Cc1nc2cc(NC(=O)c3cccc(S(C)(=O)=O)c3)ccc2o1,?,10%,1%,2%,3%,12%,-16%,-2%,-2%,-9%,-17
CC12CCC(C(=O)N(CC(=O)O)C1=O)C2(C)C (stereo unspecified),15%,1%,-9%,0%,6%,7%,4%,0%,0%,6%,13
CC1=CC(=O)C=C(C)C1=NOc1ccc([N+](=O)[O-])cc1,5%,-3%,?,-4%,-5%,7%,5%,0%,-1%,7%,14
Cn1c(NC(=O)/C=C/c2ccco2)cc(=O)n(C)c1=O,?,15%,17%,-5%,18%,26%,?,23%,-6%,/,-7
O=S(Cc1cc(Oc2ccccc2)nc(-c2ccccc2)n1)c1ccccc1 (stereo unspecified),?,3%,32%,4%,0%,5%,4%,4%,-10%,10%,0
CCOc1ccc(NS(=O)(=O)c2ccc(NS(=O)(=O)c3ccc(SC)cc3)cc2)cc1,-9%,-2%,6%,11%,?,-5%,-6%,2%,/,-12%,-7
COc1ccccc1/C=N/NC(=O)C(=O)N1CCN(c2ccccc2OC)CC1,1%,-1%,-2%,-11%,3%,0%,1%,4%,-6%,-7%,-13
CCOC(=O)C1CCN(C(=O)c2cn(C)c(=O)c3cc(OC)c(OC)cc23)CC1,-11%,2%,28%,-2%,4%,0%,4%,3%,14%,-12%,3
Cc1cccc2cc(/C=N/NC(=O)CN3CCCCC3)c(Cl)nc12,12%,2%,-13%,-9%,-2%,-2%,7%,2%,-4%,6%,/
CCC1CCCCN1S(=O)(=O)c1ccc(NC(=O)CSc2ncccc2C(=O)O)cc1 (stereo unspecified),2%,1%,0%,6%,-4%,-4%,0%,1%,14%,6%,8
CCCn1c(=O)c2c(C(=O)OCC)cc(-c3ccco3)nc2n(CCC)c1=O,?,1%,30%,-6%,14%,-7%,7%,1%,-7%,9%,7
COc1ccc(OCCNC2CCCC2)cc1,9%,1%,29%,-2%,-11%,-6%,0%,-8%,-15%,/,16
CC1Cc2ccccc2N1Cc1nc2cc(C(F)(F)F)ccc2c(=O)[nH]1 (stereo unspecified),-7%,1%,1%,1%,-2%,6%,7%,-3%,?,-1%,-1
O=C(NCc1ccco1)C(=O)N1CCCC1,-16%,-3%,3%,-1%,-3%,-2%,4%,1%,9%,-3%,-1
O=C(Nc1ccc2c(c1)OCCO2)C1CCN(S(=O)(=O)Cc2ccccc2)CC1,-20%,2%,19%,-6%,-1%,0%,0%,-2%,3%,-1%,-21
Cn1c(CNC(=O)c2ccc(Cl)c(Cl)c2)nnc1SCC(=O)Nc1sc2c(c1C#N)CCCC2,?,1%,0%,-1%,-9%,12%,16%,-4%,-12%,5%,3
C=CCC1(Cl)C(=O)C(Cl)=C(N2CCOCC2)C1(OC)OC (stereo unspecified),12%,-1%,11%,-19%,7%,3%,-3%,-4%,2%,3%,-4
O=C(NNC(=S)Nc1ccccc1)c1ccc(O)cc1,?,3.5µM*,?,8%,?,3.5µM*,?,0%,/,6%,4
FCCCOc1ccc(-c2nccc(-c3ccc(F)cc3)n2)cc1,16%,-1%,?,15%,15%,1%,24µM*,2%,59%[activator],-9%,-21
N#Cc1ccc(CN2C=NS(=O)(=O)c3ccccc32)cc1,-13%,-1%,-18%,1%,-5%,6%,3%,/,-10%,-11%,1
OCCN1CCN(c2nc(-c3ccccc3O)nc3ccccc23)CC1,?,-4%,4%,-19%,-6%,-3%[1.84 µM],-1%,/,30%,-6%,14
CN1C(=O)NC(NC(=O)c2cccs2)(C(F)(F)F)C1=O (stereo unspecified),0%,0%,-23%,3%,-11%,0%,1%,2%,-3%,0%,-2

# Some values from above.
# KCNH2 3.1 inh, CN1C(=O)NC(NC(=O)c2cccs2)(C(F)(F)F)C1=O (stereo unspecified) stands at -2
# PKM2 activator, CN(CC(=O)Nc1cccnc1Cl)S(=O)(=O)c1ccc(Cl)cc1 stands at -1%

# A second format for part of the listing above:
# Every second line gives: ELG1 DNA repair | NPC1 promoter act | RORg inh | Mito fusion act | VP16 counter | Rab9 prom act | FLuc modulator | PKM2 activator | Menin MLL FP TR | MBNL1 CUG block | KCNH2 3.1 inh
> CC1Cc2ccccc2N1Cc1nc2cc(C(F)(F)F)ccc2c(=O)[nH]1 (stereo unspecified)
→ -7% | 1% | 1% | 1% | -2% | 6% | 7% | -3% | ? | -1% | -1
> O=C(NCc1ccco1)C(=O)N1CCCC1
→ -16% | -3% | 3% | -1% | -3% | -2% | 4% | 1% | 9% | -3% | -1
> O=C(Nc1ccc2c(c1)OCCO2)C1CCN(S(=O)(=O)Cc2ccccc2)CC1
→ -20% | 2% | 19% | -6% | -1% | 0% | 0% | -2% | 3% | -1% | -21
> Cn1c(CNC(=O)c2ccc(Cl)c(Cl)c2)nnc1SCC(=O)Nc1sc2c(c1C#N)CCCC2
→ ? | 1% | 0% | -1% | -9% | 12% | 16% | -4% | -12% | 5% | 3
> C=CCC1(Cl)C(=O)C(Cl)=C(N2CCOCC2)C1(OC)OC (stereo unspecified)
→ 12% | -1% | 11% | -19% | 7% | 3% | -3% | -4% | 2% | 3% | -4
> O=C(NNC(=S)Nc1ccccc1)c1ccc(O)cc1
→ ? | 3.5µM* | ? | 8% | ? | 3.5µM* | ? | 0% | / | 6% | 4
> FCCCOc1ccc(-c2nccc(-c3ccc(F)cc3)n2)cc1
→ 16% | -1% | ? | 15% | 15% | 1% | 24µM* | 2% | 59%[activator] | -9% | -21

# A portion of the library; count on the stated rates, not on these rows.
